# Compound activity deposited in PubChem BioAssay by several laboratories.
# Anthrax LF inh2: inhibitors of Bacillus anthracis lethal factor protease; 360,000 tested, 0.12% active; P15917; AID 588501; inhibition, % at 10 µM; multiplex microsphere protease cleavage assay, LF; note: plate controls were buffer without enzyme for full effect and enzyme alone for no effect
# SSB-PriA inh: blocks PriA binding to SSB C-terminal tail. AlphaScreen SSBct-PriA binding, biotinylated peptide. inhibition, % at 33 µM. AID 1272365. 430,000 tested, 0.6% active; in the data active = inhibition mostly above about 37%, no sharp cut-off; inactive = mostly below about 20%;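 note: plate controls were negative control peptide for no effect and reference peptide for full effect; strong numbers were not always called active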
# VHR inh abs: blocks human VHR1 dual specificity phosphatase | P51452 | recombinant VHR phosphatase, pNPP absorbance | inhibition, % at 13.3 µM | 290,000 tested, 0.52% active | AID 1654; in the data active = inhibition above about 50%; note: some compounds called inactive have numbers as strong as hits
# Target sequence (P51452 whole entry, looked up): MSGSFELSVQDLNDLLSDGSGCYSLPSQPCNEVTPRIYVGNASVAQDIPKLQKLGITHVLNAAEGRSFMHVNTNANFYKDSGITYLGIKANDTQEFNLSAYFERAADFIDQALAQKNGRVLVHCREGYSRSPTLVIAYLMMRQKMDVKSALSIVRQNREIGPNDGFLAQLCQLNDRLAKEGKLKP
# CCHFV vOTU inh: blocks the CCHF virus ovarian tumor domain protease. CCHFV vOTU protease, Pep-AMC fluorescence. inhibition, % at 11.5 µM. AID 651958. 370,000 tested, 0.55% active; in the data active = inhibition above about 30%; note: 0% = vehicle wells with enzyme and 100% = no enzyme wells
# SARS 3CLpro inh: SARS-CoV 3CLpro protease inhibition | recombinant SARS-CoV 3CLpro, quenched FRET peptide cleavage | inhibition, % at 6 µM | AID 1706 | P0C6X7 | 290,000 tested, 0.14% active; in the data active = inhibition above about 12%
# BoNT-F LC inh: BoNT F light chain protease inhibition. Multiplex microsphere protease cleavage assay, flow cytometry. inhibition, % at 10 µM. 360,000 tested, 0.22% active. AID 588497; in the data active = inhibition above about 35%, passing the limit was not always enough; inconclusive = no clear call, values can overlap the other calls; note: plate controls were buffer without enzyme for full effect and enzyme alone for no effect
# Rv3671c protease: inhibitors of M. tuberculosis serine protease Rv3671c. inhibition, % at 5.96 µM. 320,000 tested, 0.048% active; in the data active = inhibition above about 38%;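 note: extracellular domain of Rv3671c used as enzyme; 0% = enzyme with DMSO and 100% = no enzyme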
# Target sequence (P9WHR9 whole entry, looked up, the tested form may be a part): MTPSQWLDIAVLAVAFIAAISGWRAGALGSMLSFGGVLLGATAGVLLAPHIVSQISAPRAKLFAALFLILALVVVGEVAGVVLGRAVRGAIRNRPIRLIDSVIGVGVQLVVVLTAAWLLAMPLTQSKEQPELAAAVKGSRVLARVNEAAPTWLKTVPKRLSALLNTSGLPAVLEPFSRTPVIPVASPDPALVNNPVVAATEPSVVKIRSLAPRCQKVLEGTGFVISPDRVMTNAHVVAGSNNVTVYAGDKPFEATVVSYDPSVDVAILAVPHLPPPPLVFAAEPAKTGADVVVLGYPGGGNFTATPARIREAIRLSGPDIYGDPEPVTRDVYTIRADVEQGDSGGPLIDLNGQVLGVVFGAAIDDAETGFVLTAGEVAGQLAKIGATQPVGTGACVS
# MazF activator: increases E. coli MazEF RNase cleavage of RNA; P0AE70; FAM/BHQ RNA-DNA oligo cleavage fluorescence, 5 h; 350,000 tested, 0.32% active; activation, % at 20 µM; AID 504720; in the data active = activation above about 50%
# Target sequence (P0AE70 whole entry, looked up): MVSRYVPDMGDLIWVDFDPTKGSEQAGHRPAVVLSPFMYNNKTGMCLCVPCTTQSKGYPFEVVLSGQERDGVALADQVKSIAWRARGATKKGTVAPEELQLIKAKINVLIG
# PrPC surface inh: cell surface PrPC inhibition, primary TR-FRET screen; P04156; TR-FRET read-out; inhibition, % at 13.8 µM; 370,000 tested, 0.43% active; AID 720596; in the data active = inhibition above about 24%; note: 0% = median of the test wells and 100% = reference compound wells
# BoNT A protease: inhibitors of Botulinum neurotoxin A light chain protease | inhibition, % at 10 µM | 360,000 tested, 0.17% active | multiplex microsphere protease substrate cleavage, flow cytometry; note: plate controls were buffer without enzyme for full effect and enzyme alone for no effect
# * = called active by the depositor; i = inactive; ? = inconclusive; · = no result given; & = joins results of further samples. Cut-off read from the data, not from the text of the source, unless noted: active = inhibition above about 30%; inconclusive = no clear call, values can overlap the other calls; inactive = below that.
Compound	SARS 3CLpro inh	BoNT A protease	Rv3671c protease	VHR inh abs	CCHFV vOTU inh	Anthrax LF inh2	SSB-PriA inh	PrPC surface inh	BoNT-F LC inh	MazF activator
COc1cccc(CN2CCC2(C)C(=O)Nc2cccc(NS(C)(=O)=O)c2)c1OC (centres undefined)	·	-0.7	·	·	-14.6	-4.8	·	2.8	-2.7	·
CC(OC(=O)c1ccccn1)C(=O)Nc1nc(-c2ccc(F)c(F)c2)cs1 (centres undefined)	·	0.3	-7.6	·	11.3	-0.4	10.1	0.2	5.7	9.0
O=S(=O)(NCc1ccccc1)c1ccccc1NCCc1ccccc1	·	0.0	·	·	4.1	-4.6	-0.8	2.4	4.7	4.4
N=c1oc2ccccc2cc1C(=O)Nc1ccccc1	-6.0	-0.8	-5.6	49.1	2.0	-20.0	-12.9	1.3	4.6	8.6
O=C1C2C3C=CC(C4CC34)C2C(=O)N1/N=C/c1ccc([N+](=O)[O-])s1 (centres undefined)	6.2	-0.2	-7.8	-3.9	6.8	0.5	·	-9.2	3.9	5.3
COC(=O)c1cc(C(=O)NC(C)(C)CC(C)(C)C)cc([N+](=O)[O-])c1	2.1	0.2	1.8	6.0	10.6	-8.6	8.6	-17.5	5.7	4.4
CCCCC[C@@H](C)N1C[C@H](COCc2ccccc2)Oc2cc(N3CC[C@H](N(C)C)C3)ccc2S1(=O)=O	·	-0.6	·	·	9.8	-11.2	·	-3.5	-13.6	·
O=C(Nc1ccc(Br)cc1F)c1ccc2c(c1)OCCO2	1.5	0.1	-14.0	6.9	6.8	-2.4	-8.5	1.8	-3.2	11.4
O=C1CCCN1c1ccc(S(=O)(=O)N2CCN(c3ccccc3)CC2)cc1	-6.2	-1.2	1.1	14.7	-0.6	-0.5	-3.5	-3.9	-7.7	-11.7
Cc1ccc(NC(=O)c2nnn(-c3ccc4c(c3)OCCO4)c2N)cc1	4.0	-2.3	0.1	40.4	3.4	6.2	-3.8	-2.0	-3.0	5.2
CC(=O)c1sc(NC(=O)COc2ccc(Br)cc2)nc1C	3.5	0.4	-6.9	15.8	-15.7	2.8	-2.4	5.1	-1.4	-14.6
Cc1cccc(NC(=O)CSc2nnc(NC(=O)C3CCC3)s2)c1	1.1	1.4	4.8	8.0	-13.3	4.3	-6.4	13.2	-6.9	3.1
COCC(C)n1c(C)cc(C(=O)COC(=O)c2c(NC(C)=O)sc(C)c2C)c1C (centres undefined)	·	-0.5	-13.3	13.4	13.7	2.6	2.8	-5.0	-16.1	29.5
Cc1cc(NC(=O)CN2C(=O)NC3(CCCCC3C)C2=O)no1 (centres undefined)	-1.1	-0.2	9.9	-3.8	0.1	-1.4	5.9	-5.4	-4.5	-0.1
CCCCNc1c([N+](=O)[O-])c(=O)n(C)c2ccccc12	0.8	0.9	-2.2	22.2	1.5	-1.8	-0.6	-6.6	3.0	0.9
Cc1ccc(C2CCN(C(=S)Nc3cccc(C)c3)C2)cc1 (centres undefined)	6.0	-0.5	0.7	-6.2	15.5	-5.7	-10.2	4.2	-3.9	0.5
COc1ccccc1OCCSc1nc2ccccc2n1CC(O)CO (centres undefined)	-0.5	2.0	-0.9	27.2	7.3	-1.5	-10.7	-6.2	?	9.9
Cc1cc(O)ccc1-c1ccc2nncn2c1	·	0.3	·	·	-5.8	0.2	·	-3.1	-4.9	·
CCn1c(/C=C/N(C(C)=O)c2ccccc2)[n+](CCCS(=O)(=O)[O-])c2cc(Cl)c(Cl)cc21	-7.5	-1.1	2.8	8.5	0.2	-5.4	-2.6	4.4	-4.7	9.5
CN[C@H](C(=O)NC[C@H]1O[C@@H](n2cnc3c(N)ncnc32)[C@H](O)[C@@H]1O)[C@@H](C)OCc1ccccc1	·	0.3	·	·	-5.4	1.0	-1.6	6.2	-3.3	8.4
CCCCN(C)C(=O)CCC(=O)Nc1ccc2nc(N3CCN(C)CC3)cc(C)c2c1	5.0	0.1	1.9	17.7	-24.6	-5.4	-16.5	-3.6	1.7	2.2
COc1ccc(N(CC(=O)NCc2ccccc2)S(=O)(=O)c2c(C)n[nH]c2C)cc1	5.4	-0.3	0.1	15.0	-12.4	-1.9	1.5	-1.9	-5.5	1.1
N#Cc1c(-c2ccc(F)cc2)nc(-c2ccccc2)[nH]c1=O	3.1	0.1	-12.3	5.6	7.6	-0.1	-12.4	1.1	-3.0	1.3
O=C(Nc1ccc2c(c1)OCCO2)c1ccco1	-3.2	-0.3	-1.0	-4.7	5.4	-6.2	3.7	6.2	-6.2	18.0
O=C(NCc1ccc2c(c1)OCO2)c1ccc(N2CCCCCC2)c([N+](=O)[O-])c1	-3.6	0.4	-6.8	4.1	0.8	-1.5	24.0	-7.8	-9.5	10.2
CCN(CC)C(=O)Cn1c(=O)n(CCCC(=O)NCc2ccc3c(c2)OCO3)c(=O)c2sccc21	-2.7	0.1	-6.2	17.0	7.7	9.4	-5.2	-6.2	16.7	3.3
COc1ccc(/C=N/Nc2nn3cnnc3c3ccccc23)cc1	-6.3	?	6.3	-25.5	15.8	-37.5	i	-3.5	?	1.5
O=C(NCC1([N+](=O)[O-])CN(C(=O)c2ccccc2)CN(C(=O)c2ccccc2)C1)c1ccccc1	3.8	-0.2	2.8	29.6	0.2	-2.2	-3.5	-2.2	-9.7	0.7
O=C1Nc2ccc(Br)cc2C1(O)Cc1ccccn1 (centres undefined)	-1.6	0.1	-6.1	-0.3	0.0	0.8	-9.5	-2.0	-13.2	8.1
COc1ccccc1OCCCCNCCO	0.6	-0.2	-9.8	3.5	0.7	-5.5	-0.5	6.9	0.8	0.0

# Three compounds from above, sorted by count of non-hydrogen atoms, highest first:
Compound	SARS 3CLpro inh	BoNT A protease	Rv3671c protease	VHR inh abs	CCHFV vOTU inh	Anthrax LF inh2	SSB-PriA inh	PrPC surface inh	BoNT-F LC inh	MazF activator
CCCCN(C)C(=O)CCC(=O)Nc1ccc2nc(N3CCN(C)CC3)cc(C)c2c1	5.0	0.1	1.9	17.7	-24.6	-5.4	-16.5	-3.6	1.7	2.2
COc1cccc(CN2CCC2(C)C(=O)Nc2cccc(NS(C)(=O)=O)c2)c1OC (centres undefined)	·	-0.7	·	·	-14.6	-4.8	·	2.8	-2.7	·
O=C(Nc1ccc(Br)cc1F)c1ccc2c(c1)OCCO2	1.5	0.1	-14.0	6.9	6.8	-2.4	-8.5	1.8	-3.2	11.4

# The results go on.
Compound	SARS 3CLpro inh	BoNT A protease	Rv3671c protease	VHR inh abs	CCHFV vOTU inh	Anthrax LF inh2	SSB-PriA inh	PrPC surface inh	BoNT-F LC inh	MazF activator
CCOC(=O)CN1C(=O)S/C(=C/C=C/c2ccc(N(C)C)cc2)C1=O	-2.2	6.8	-64.2	-7.9	22.2	2.4	3.4	1.6	-3.5	-26.3
Cc1cccc(CN2CCN(C(=O)CCl)CC2)c1	16.0*	-0.2	-14.9	18.1	-9.1	-6.7	0.8	-4.1	-2.4	4.4
COc1cccc(-c2ccc(NC(=O)C3CCCN(Cc4cnn(C)c4C)C3)cc2)c1 (centres undefined)	-2.3	-1.0	-9.5	23.9	0.7	-0.4	8.0	-13.8	3.0	-1.4
COc1ccc(-c2cn(Cc3ccc(C(N)=O)cc3)c(-c3ccc(Cl)nc3)n2)cc1	·	-0.1	-3.3	·	-2.2	-4.6	9.3	-1.0	-4.5	-2.7
Cc1ccc(C(=O)Nc2ccccc2C(=O)NC(C(=O)O)C(C)C)cc1 (centres undefined)	-1.6	1.2	2.7	5.1	-5.1	3.7	-2.6	-3.9	-0.3	-0.6
COC(=O)CNC(=O)CN1C(=O)NC2(CCCc3ccccc32)C1=O (centres undefined)	-8.5	-4.2	-6.6	·	-11.6	-1.6	-4.6	1.7	-12.7	0.8
Cc1ccc(N=Cc2cc(Br)cc(Cl)c2O)cc1	0.5	0.5	2.4	-6.2	6.1	-1.7	4.2	-6.0	-6.8	-36.6
O=C(c1c(F)cccc1F)N1CCN(c2ncccn2)CC1	0.2	-0.4	1.4	28.6	14.7	-1.3	-20.4	2.6	-4.1	-2.1
Cc1csc(N/N=C/c2ccccn2)n1	1.4	-0.4	4.1	24.5	18.2	-3.0	·	-4.7	-10.7	-21.3
CC(=O)Nc1ccc(N(CC(=O)NC2CCCC2)C(=O)CCC(=O)Nc2cc(C)on2)cc1	2.4	-2.5	8.9	20.4	-17.9	0.4	-1.5	9.2	-2.4	-0.2
CCNC(=S)NNC(=O)C1CCCCC1	-1.0	-0.6	-14.1	-6.1	-2.7	2.6	-7.8	3.5	6.7	-6.9
Cc1cc2c(cc1C)NC1(C[C@H]3CCC(=O)N4CC[C@@H](C1)[C@@H]34)C(=NC(C)(C)CC(C)(C)C)N2 (some centres undefined)	·	-0.6	·	·	-3.6	-9.7	30.6	-0.8	-1.8	-0.3
Cc1cc(C)n(CC(=O)N/N=C/c2cc([N+](=O)[O-])ccc2O)n1	1.7	-1.7	15.4	4.7	3.6	0.2	·	-8.5	-3.7	-0.3
Cc1ccc(Cn2ncc3c(NN)ncnc32)cc1	0.6	-3.5	·	16.5	1.1	-11.2	0.1	6.1	22.1	-1.1
CCNC(=O)CC1C(=O)N(c2ccccc2)C(=O)N1CCc1ccc(OC)cc1 (centres undefined)	1.1	0.2	-1.9	34.5	23.3	0.7	-6.0	-7.8	-0.5	-5.4
O=C1CCCC2=C1C(c1ccncc1)c1c(nc(SCc3ccccc3)[nH]c1=O)N2 (centres undefined)	4.2	1.2	-9.6	20.8	-24.9	-1.8	-4.7	-1.4	-1.0	5.9
O=C1OC(c2ccccc2)=C/C1=C/c1cccs1	-1.5	-0.6	0.9	4.5	16.6	-2.5	24.0	3.4	-5.4	-1.1
Cc1ccc(N2CC(C(=O)OCC(=O)c3ccc(C)c([N+](=O)[O-])c3)CC2=O)cc1 (centres undefined)	·	0.5	27.3	·	-3.3	-1.2	-8.0	0.0	-7.2	3.5
FC(F)(F)c1ccccc1Cc1c(-c2cccc(Br)c2)nc2c3ccccc3ccn12	·	0.8	·	·	6.4	1.5	·	9.4	-2.6	·
Cc1cc(C)c(C)c(S(=O)(=O)NCC(=O)O)c1C	-0.6	-1.6	2.0	18.6	8.2	-0.7	-5.0&-10.4	2.8	-34.4	5.2
Cc1nc(NC(=O)C2CC2)sc1C(=O)N(C)C	4.5	-0.2	-17.4	11.8	-6.1	2.3	-19.4	-4.3	0.1	-1.6
COc1cccc(C=Nc2cc(C)on2)c1O	-6.4	-0.5	-6.0	-12.8	8.7	-2.9	-1.3	-4.8	-6.3	2.9
O=C(Nc1nnc(SCc2ccc(F)cc2)s1)c1cnccn1	1.0	-0.7	1.2	-3.0	-8.0	-7.0	-3.0	7.8	-5.8	-8.6
CC1(NC(=O)Nc2ccccc2)CCS(=O)(=O)C1 (centres undefined)	6.0	2.6	-2.8	11.6	5.0	-10.7	-10.3	2.7	?	1.1
COCc1cc(C2SCC(=O)Nc3c2c(=O)[nH]n3C(C)C)ccc1OC (centres undefined)	2.0	-0.4	-1.0	25.6	-1.8	-9.7	-12.8	6.6	-4.4	1.0
CN1CCN(C2CN(Cc3ccc([N+](=O)[O-])cc3)S(=O)(=O)C2)CC1 (centres undefined)	·	-0.5	·	·	12.6	4.9	·	-8.5	-1.6	-3.8

# Random excerpt: 2 compounds from above.
Compound	SARS 3CLpro inh	BoNT A protease	Rv3671c protease	VHR inh abs	CCHFV vOTU inh	Anthrax LF inh2	SSB-PriA inh	PrPC surface inh	BoNT-F LC inh	MazF activator
Cc1cc(C)c(C)c(S(=O)(=O)NCC(=O)O)c1C	-0.6	-1.6	2.0	18.6	8.2	-0.7	-5.0&-10.4	2.8	-34.4	5.2
Cc1cc(C)n(CC(=O)N/N=C/c2cc([N+](=O)[O-])ccc2O)n1	1.7	-1.7	15.4	4.7	3.6	0.2	·	-8.5	-3.7	-0.3

# Some of the compounds tested; rates above refer to the full screens.
